RGS8-Gao: modulates binding of RGS8 to human Galphao; response (percent of control binding), % at 10 µM; hit rate 0.34% among 220,000; multiplexed bead flow cytometry; actives lie on both sides; P09471; in the data active = response below about 60% or above about 140%; inactive = in between;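 note: Galphao activated as the GDP aluminium fluoride complex binding bead-coupled RGS8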
Bfl-1 Bim block: human Bim-Bfl-1 interaction inhibition. hit rate 0.12% among 190,000. inhibition, % at 10 µM. Bead-based flow cytometry, Bim-Bfl-1 binding inhibition;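 note: 0% = wells without compound plus tracer and 100% = blocker peptide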
Mcl1-Bid inh: disrupts binding of human Mcl-1 to Bid peptide | Q07820 | TR-FRET Mcl-1/Bid-Dy647 peptide binding, 1536-well | inhibition, % at 21.7 µM | hit rate 0.97% among 220,000 | AID 1021;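 active = compounds that cut the binding signal by more than half at the single screening dose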;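 note: His-tagged Mcl-1 with europium anti-His antibody binding Bid BH3 peptide; 0% = Mcl-1 plus peptide wells and 100% = peptide-only wells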
Target sequence (Q07820 whole entry, looked up): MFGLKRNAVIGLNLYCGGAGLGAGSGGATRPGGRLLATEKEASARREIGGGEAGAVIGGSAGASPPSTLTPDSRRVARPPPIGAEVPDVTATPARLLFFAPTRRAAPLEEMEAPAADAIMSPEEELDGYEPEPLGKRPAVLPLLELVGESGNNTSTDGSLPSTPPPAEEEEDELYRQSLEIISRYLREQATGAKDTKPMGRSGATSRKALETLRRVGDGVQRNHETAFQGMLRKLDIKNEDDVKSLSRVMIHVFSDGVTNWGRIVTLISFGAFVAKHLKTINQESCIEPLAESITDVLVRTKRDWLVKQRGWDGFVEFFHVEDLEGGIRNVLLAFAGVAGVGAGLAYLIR
Bim-Bcl-XL: inhibitors of Bim-Bcl-XL interaction, human; Q07817; Bim peptide-Bcl-XL binding, bead flow cytometry, fluorescence; inhibition, % at 10 µM; hit rate 0.04% among 190,000; AID 1007
Target sequence (Q07817 whole entry, looked up): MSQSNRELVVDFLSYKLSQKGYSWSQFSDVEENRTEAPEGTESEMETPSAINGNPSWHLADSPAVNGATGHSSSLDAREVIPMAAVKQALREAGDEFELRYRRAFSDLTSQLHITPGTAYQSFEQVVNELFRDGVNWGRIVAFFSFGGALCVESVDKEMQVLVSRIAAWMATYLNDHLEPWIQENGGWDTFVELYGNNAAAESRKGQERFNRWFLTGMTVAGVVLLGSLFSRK
RGS7-Gao reg: modulates binding of RGS7 to human Galphao; AID 1439; Multiplexed bead flow cytometry; actives lie on both sides; binding response (% of control), % at 10 µM; hit rate 0.35% among 220,000; P09471; in the data active = binding response below about 49% or above about 150%; inconclusive = no clear call, values can overlap the other calls; inactive = in between;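 note: fluorescent Galphao held in activated GDP-AlF4 state binding bead-coupled RGS7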
Bcl-B Bim block: disrupts Bim peptide binding to human Bcl-B; Q9HD36; bead-based flow cytometry; inhibition, % at 10 µM; hit rate 0.073% among 190,000;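 note: 0% = tracer peptide without compound and 100% = reference inhibitor peptide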
RGS4-Gao reg: modulates binding of RGS4 to human Galphao | P09471 | Multiplexed bead flow cytometry; actives lie on both sides | binding response (% of control), % at 10 µM | hit rate 0.33% among 220,000 | AID 1415; in the data active = binding response below about 49% or above about 150%; inactive = in between;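 note: fluorescent Galphao activated with aluminum fluoride binding bead-coupled RGS4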
Bcl-2 Bim block: inhibitors of Bim-Bcl-2 interaction, human; inhibition, % at 10 µM; P10415; Bead-based flow cytometry, Bim peptide-Bcl-2 binding; hit rate 0.06% among 190,000; in the data active = inhibition above about 40%; inconclusive = no clear call, values can overlap the other calls;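 note: 0% = no compound wells with probe peptide and 100% = reference peptide inhibitor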
Target sequence (P10415 whole entry, looked up): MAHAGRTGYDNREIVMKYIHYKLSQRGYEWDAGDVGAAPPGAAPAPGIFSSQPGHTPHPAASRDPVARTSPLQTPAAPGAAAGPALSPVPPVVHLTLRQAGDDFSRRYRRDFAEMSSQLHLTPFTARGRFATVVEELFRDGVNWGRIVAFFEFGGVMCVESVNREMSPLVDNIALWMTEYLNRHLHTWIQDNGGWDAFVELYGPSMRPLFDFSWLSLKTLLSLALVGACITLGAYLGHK
Mcl1-Noxa inh: disrupts binding of human Mcl-1 to Noxa peptide | Q07820 | TR-FRET Mcl-1/Noxa peptide binding, 2 h | inhibition, % at 21.7 µM | hit rate 1.5% among 220,000;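 active = compounds that cut the protein-peptide binding signal by more than 50% relative to plate controls in a single-dose test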;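 note: His-tagged Mcl-1 with rhodamine Noxa BH3 peptide and terbium anti-His antibody; 0% = Mcl-1 plus Noxa peptide wells and 100% = peptide-only wells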
Bim-Mcl-1: human Bim-Mcl-1 interaction inhibition. Bead-based flow cytometry, Bim peptide-Mcl-1 binding. inhibition, % at 10 µM. hit rate 0.1% among 190,000. AID 1009;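 note: 0% = no compound tracer wells and 100% = peptide blocker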
Bcl-W Bim block: inhibitors of Bim-Bcl-W interaction, human; Q92843; bead-based flow cytometry, Bim peptide-Bcl-W binding; inhibition, % at 10 µM; hit rate 0.02% among 190,000; AID 952;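 note: 0% = bound tracer without compound and 100% = peptide blocker; higher means less fluorescent Bim peptide bound to Bcl-W beads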
The depositor's hits bear a star; ? = inconclusive; . = no result given. Cut-off read from the data, not from the text of the source, unless noted: active = inhibition above about 40%.

entry	SMILES	RGS7-Gao reg	Mcl1-Bid inh	RGS4-Gao reg	Bcl-B Bim block	Bim-Bcl-XL	Bfl-1 Bim block
1	COC(=O)c1cn(Cc2cccc(C)c2)nn1	113	-18	105	-2	-1	-2
2	CCOC(=O)c1c(C=O)c(C)n(Cc2ccc(Cl)cc2)c1C	100	-11	96	-5	-4	1
3	CCC[N+]1(CC#CC(O)(c2ccccc2)C2CCCCC2)CCCCC1 (centres undefined)	?	-6	94	.	.	.
4	O=[N+]([O-])c1cc(/C=N\Nc2nc(-c3ccccc3)cs2)ccc1O	103	-38	103	-4	-1	-2
5	COCCN1C(=O)c2[nH]nc(-c3ccccc3O)c2C1c1ccc(OC)cc1 (centres undefined)	?	-57	100	.	.	.
6	COc1ccc(NC(=O)CCC2COc3ccccc3O2)c(OC)c1 (centres undefined)	103	-30	102	-5	-3	-8
7	Cc1nc(N)sc1-c1nnc(SCC(=O)Nc2ccccc2C(F)(F)F)n1C	104	-9	108	0	1	-1
8	COc1cccc(-c2nc3n(n2)C(c2ccc4c(c2)OCO4)C(C(N)=O)=C(C)N3)c1 (centres undefined)	103	-1	104	0	0	-1
9	CCOc1ccc2nc(SCC(=O)N3c4ccccc4Sc4ccccc43)c(C#N)cc2c1	98	-120	98	-8	-1	0
10	C/C(=C\c1cc(C(=O)O)c(C)o1)CO	104	-15	99	-10	-4	-16
11	Cc1ccc(N/C=C(\C2OC(=O)c3ccccc32)[N+](=O)[O-])c(C)c1 (centres undefined)	?	-36	102	-5	-3	-6
12	CC1CCN(c2nc3c(c(=O)n(C)c(=O)n3C)n2Cc2ccccc2)CC1	100	-40	99	-2	-16	-9
13	Cc1ccc(CNC(=O)c2ccccc2SCC(=O)NCC2CCCCC2)cc1	100	-9	103	-5	-7	-1
14	CNC(=O)COC(=O)c1ccc(OCC(=O)Nc2ccccc2OC)c(OC)c1	?	-19	101	5	1	6
15	CN(C)S(=O)(=O)N1CCN(c2cc(Cl)ccc2Cl)CC1	99	3	99	-11	-6	-15

entry	Bim-Mcl-1	Mcl1-Noxa inh	RGS8-Gao	Bcl-W Bim block	Bcl-2 Bim block
1	-2	-17	101	0	-1
2	-6	3	101	-2	-7
3	.	3	96	.	.
4	0	20	103	0	-3
5	.	1	100	.	.
6	0	5	100	0	-6
7	0	-3	99	0	-2
8	2	9	99	-1	-1
9	42*	-196	98	-1	0
10	-1	8	100	-1	-6
11	-1	14	100	0	-3
12	1	2	106	6	0
13	-2	-5	101	-6	-6
14	-2	6	101	3	1
15	-1	3	98	-1	-10

Brought forward from above: two entries; new compounds follow.
entry	SMILES	RGS7-Gao reg	Mcl1-Bid inh	RGS4-Gao reg	Bcl-B Bim block	Bim-Bcl-XL	Bfl-1 Bim block
14	CNC(=O)COC(=O)c1ccc(OCC(=O)Nc2ccccc2OC)c(OC)c1	?	-19	101	5	1	6
15	CN(C)S(=O)(=O)N1CCN(c2cc(Cl)ccc2Cl)CC1	99	3	99	-11	-6	-15
16	Cc1ccc2c(Cl)c(C(=O)Nc3ccc4c(c3)OCO4)sc2c1	98	-8	101	-1	-2	-14
17	O=C(NC1CCCC1)C1C2C=CC(C2)C1C(=O)N1CCOCC1 (centres undefined)	97	-43	103	-2	-44	-13
18	O=C(NCc1ccncc1)Nc1ccc(F)cc1	106	9	104	-4	-5	-13
19	O=C(O)c1cccc(CSc2nnc(COc3ccccc3)o2)c1	106	2	106	-8	-4	-11
20	O=C(NCCN1CCOCC1)c1cc(Sc2ccccc2Cl)nc2ccccc12	101	-8	100	-8	-8	-6
21	COc1ccc(/C=C(\NC(=O)c2ccc(C)cc2)C(=O)Nc2c(C)n(C)n(-c3ccccc3)c2=O)cc1	104	-2	112	1	1	-4
22	Cc1ccc(NC(=S)NC2CC3CCC(C2)N3Cc2ccco2)c(C)c1 (centres undefined)	98	-39	100	-7	-2	-3
23	CSC1=C(C#N)C(CC(C)C)C2=C(CCCC2=O)N1 (centres undefined)	64	-18	75	-8	-8	-10
24	CCCCCCNC(=O)c1cc(-c2ccco2)nc2ccccc12	91	-57	90	-5	-5	7
25	CN(C(=O)Cc1noc2ccccc12)c1ccccc1	94	0	94	-4	-2	0
26	COc1ccc(C(=O)Oc2cccnc2)cc1	106	24	103	1	0	-4
27	CN1C(c2ccc(F)cc2)=CS/C1=C(/C#N)c1nnc(N2CCOCC2)n1-c1ccccc1	101	-20	99	-2	-3	2
28	CCOC(=O)c1sc2nc(CC(=O)OC)nc(N3CCN(c4ccccn4)CC3)c2c1C	99	-21	97	-8	3	-11
29	OCCN(Cc1ccccc1)CC1CCCCC1	96	33	91	-4	-1	0
30	O=[n+]1cc(-c2ccccc2)n([O-])c2c1CCCCC2	104	5	102	5	3	0

entry	Bim-Mcl-1	Mcl1-Noxa inh	RGS8-Gao	Bcl-W Bim block	Bcl-2 Bim block
14	-2	6	101	3	1
15	-1	3	98	-1	-10
16	0	12	101	0	-7
17	-8	7	100	-1	-8
18	-3	1	103	-1	-6
19	-2	26	108	-4	-8
20	-3	-4	105	-5	-6
21	1	3	107	-3	-2
22	-4	2	101	-6	-6
23	-3	-7	78	-1	-11
24	-1	33	95	-2	4
25	0	3	92	-4	2
26	-3	-3	101	0	-3
27	0	23	94	-1	4
28	2	-12	101	2	-5
29	-3	15	99	-3	0
30	1	8	102	0	0

An excerpt of these results, bar-delimited.
no. | Structure | RGS7-Gao reg | Mcl1-Bid inh | RGS4-Gao reg | Bcl-B Bim block | Bim-Bcl-XL | Bfl-1 Bim block | Bim-Mcl-1 | Mcl1-Noxa inh | RGS8-Gao | Bcl-W Bim block | Bcl-2 Bim block
16 | Cc1ccc2c(Cl)c(C(=O)Nc3ccc4c(c3)OCO4)sc2c1 | 98 | -8 | 101 | -1 | -2 | -14 | 0 | 12 | 101 | 0 | -7
17 | O=C(NC1CCCC1)C1C2C=CC(C2)C1C(=O)N1CCOCC1 (centres undefined) | 97 | -43 | 103 | -2 | -44 | -13 | -8 | 7 | 100 | -1 | -8

Later entries
entry	SMILES	RGS7-Gao reg	Mcl1-Bid inh	RGS4-Gao reg	Bcl-B Bim block	Bim-Bcl-XL	Bfl-1 Bim block
31	C/C(=N\NC(=O)c1ccc(F)cc1)c1cccc(NC(=O)c2ccco2)c1	101	-43	103	-7	8	-10
32	CC1=C(C(=O)OC(C)C)C(c2ccc(C)o2)C(C(=O)OC(C)C)=C(C)N1	?	-143	102	.	.	.
33	Cc1cc(-c2nnc(SCC(=O)Nc3ccccc3Cl)n2C)no1	?	-7	96	.	.	.
34	COc1ccc(-c2cc(-c3ccc(OC)cc3)c(C#N)c(SC)n2)cc1	104	-15	105	-17	-14	0
35	CCCCN1C(=O)C(O)(CC(=O)c2ccccn2)c2ccccc21 (centres undefined)	104	-4	103	-5	0	-2
36	COc1cc(OC)cc(C(=O)Nc2ccc(S(=O)(=O)Nc3nc(C)cc(C)n3)cc2)c1	100	-28	99	-2	-3	-8
37	CC1CCCCN1C(=O)CCS(=O)(=O)c1cccc2nonc12 (centres undefined)	98	-44	103	1	-1	-1
38	CCOC(=O)CC(=O)CSc1ccc2nnc(-c3ccc(C)cc3)n2n1	95	-45	99	0	-4	-2
39	CCCc1nc2oc3c(OC)ncnc3c2c2c1COC(C)(C)C2	102	-10	101	-9	-2	-5
40	CCCc1cc(=O)[nH]c(SCC(=O)Nc2ncc(S(=O)(=O)c3ccc([N+](=O)[O-])cc3)s2)n1	?	-11	104	.	.	.
41	CC12CCC(=O)N1C(C(=O)OCC(=O)Nc1sccc1C#N)CS2 (centres undefined)	100	1	99	-5	-2	-9
42	Cc1cccc(-c2noc(-c3ccc(F)cc3)n2)c1	101	-25	100	0	-1	-3
43	Cn1c(SCC(=O)N2CCCC2=O)nc2ccccc21	?	-25	19*	-12	-3	-2
44	O=C1CCCC2=C1C1(O)C(=O)c3ccccc3C1(O)O2 (centres undefined)	98	-9	105	-3	-10	-9
45	COc1ccc(C(=O)COC(=O)c2cccnc2SC)cc1	104	-33	104	-3	1	-3

entry	Bim-Mcl-1	Mcl1-Noxa inh	RGS8-Gao	Bcl-W Bim block	Bcl-2 Bim block
31	0	.	102	-1	-5
32	.	-14	100	.	.
33	.	11	102	.	.
34	-14	-45	121	-11	-1
35	0	20	104	-3	-2
36	0	-8	100	-1	-3
37	0	2	102	0	-1
38	0	23	95	-1	-4
39	0	-1	99	-1	-9
40	.	21	100	.	.
41	1	37	103	1	-3
42	-4	-1	101	-3	-1
43	-6	-9	13*	-5	-4
44	0	22	101	1	-2
45	1	-7	103	0	2

Further results follow.
entry	SMILES	RGS7-Gao reg	Mcl1-Bid inh	RGS4-Gao reg	Bcl-B Bim block	Bim-Bcl-XL	Bfl-1 Bim block
46	COc1ccc(Cl)cc1NC(=O)C(C)Sc1nncn1C (centres undefined)	95	-13	95	0	1	0
47	COc1cc(N)ccc1Cc1ccc(N)cc1OC	107	-118	100	1	-4	0
48	C/C(N)=C(/C#N)C(=O)COC(=O)c1cccc(C)c1O	?	-4	103	.	.	.
49	O=C(COC(=O)c1cc(=O)c2ccccc2o1)Nc1ccc2ccccc2c1	95	14	90	-1	-5	0

entry	Bim-Mcl-1	Mcl1-Noxa inh	RGS8-Gao	Bcl-W Bim block	Bcl-2 Bim block
46	-2	15	94	-2	-4
47	1	14	111	1	1
48	.	22	102	.	.
49	-4	11	83	-1	-3

In the list so far, 3 have a thiophene ring, fused or not.
entry	SMILES	RGS7-Gao reg	Mcl1-Bid inh	RGS4-Gao reg	Bcl-B Bim block	Bim-Bcl-XL	Bfl-1 Bim block
16	Cc1ccc2c(Cl)c(C(=O)Nc3ccc4c(c3)OCO4)sc2c1	98	-8	101	-1	-2	-14
28	CCOC(=O)c1sc2nc(CC(=O)OC)nc(N3CCN(c4ccccn4)CC3)c2c1C	99	-21	97	-8	3	-11
41	CC12CCC(=O)N1C(C(=O)OCC(=O)Nc1sccc1C#N)CS2 (centres undefined)	100	1	99	-5	-2	-9

entry	Bim-Mcl-1	Mcl1-Noxa inh	RGS8-Gao	Bcl-W Bim block	Bcl-2 Bim block
16	0	12	101	0	-7
28	2	-12	101	2	-5
41	1	37	103	1	-3

Screening data: PubChem BioAssay, several laboratories

Rows were taken by chance; overall some 2.7% were active at least once.
